Screening results deposited in PubChem BioAssay by Fisher Drug Discovery Resource Center.
NPYLR7 agonist: mosquito NPYLR7 agonism. HEK293T NPYLR7/Galpha15, GCaMP6s calcium fluorescence. activation, % at 10 µM. actives 0.15% (n = 270,000); in the data active means activation above about 40%;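 further: 0% = vehicle and 100% = reference agonist at the receptor; some compounds past the cut are filed as inactive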
mcGAS lum: mouse cGAS inhibition by luminescence | Q8C6L5 | recombinant cGAS, Kinase-Glo ATP depletion luminescence | inhibition, % at 12.5 µM | actives 0.15% (n = 160,000) | AID 1259399;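 further: 0% = negative control wells and 100% = reference inhibitor with no enzyme activity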
hcGAS lum: human cGAS inhibition. recombinant h-cGAS, ATP depletion, Kinase-Glo luminescence. Q8N884. actives 0.081% (n = 290,000). inhibition, % at 12.5 µM. AID 1259398;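 further: 0% = vehicle reaction and 100% = reaction without DNA for no activity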
Target sequence (Q8N884 whole entry, looked up): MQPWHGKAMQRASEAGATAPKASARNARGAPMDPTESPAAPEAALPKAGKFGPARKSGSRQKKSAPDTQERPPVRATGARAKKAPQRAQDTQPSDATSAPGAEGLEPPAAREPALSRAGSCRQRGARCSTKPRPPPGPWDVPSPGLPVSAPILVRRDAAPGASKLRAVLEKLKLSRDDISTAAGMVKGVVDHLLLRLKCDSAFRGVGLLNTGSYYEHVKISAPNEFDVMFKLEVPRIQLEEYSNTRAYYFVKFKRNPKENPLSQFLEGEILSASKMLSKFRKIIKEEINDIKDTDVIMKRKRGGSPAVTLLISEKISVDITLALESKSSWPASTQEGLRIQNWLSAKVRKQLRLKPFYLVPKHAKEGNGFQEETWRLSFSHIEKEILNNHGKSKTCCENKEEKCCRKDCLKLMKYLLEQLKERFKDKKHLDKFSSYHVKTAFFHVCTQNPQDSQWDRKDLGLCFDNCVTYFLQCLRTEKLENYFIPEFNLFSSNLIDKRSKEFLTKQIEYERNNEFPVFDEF
The depositor's hits bear a star; · = no result given; & = joins results of further samples. Unless noted, no stated cut-off is given here; in the data, active means inhibition above about 40%; inactive means the rest.

SMILES	NPYLR7 agonist	mcGAS lum	hcGAS lum
CN(Cc1ccc(N2CCCCC2)cc1)Cc1nnnn1C1CC1	3	·	-2
CCONC(=O)c1cc2n(n1)CCN(Cc1c(Cl)cccc1Cl)C2=O	1	-3	-3
COc1ccc(C(=O)c2c(N)c(-c3nc(-c4cc(OC)ccc4OC)cs3)c3ccccn23)cc1	7	-7	-6
CN(C)Cc1cccc(CNc2ncnc3c2CCNC3)c1	23	-8	-3
O=C(Nc1ccc(F)cc1Br)N1CC(Cc2ccccc2Cl)C1	9	·	-5
CCOC(=O)c1ccc2c(c1)nc(SCc1cc(Cl)ccc1F)n2CCOC	4	-8	-9
Cc1nn(C)c(C)c1CN(CCO)C(=O)C1CC2(CCNCC2)CN1C (configuration not stated)	·	-5	-6
COc1cccc(-c2cc(C(=O)N3CCN(c4ccc([N+](=O)[O-])cc4)CC3)nc3cc(-c4ccccc4)nn23)c1	3&20	-6&-4	-4&1
O=C(Oc1ccccc1)Oc1ccc2sc(=O)oc2c1	-1	12	3
CCN(C/C=C/c1ccccc1)C(=O)c1ccc(NC(C)=O)cc1	-5	·	-1
COc1ccc2cc(CNC(=O)CN(C)S(=O)(=O)c3ccc4c(c3)OCCO4)ccc2c1	-4	·	1
CCc1cc(C(=O)Nc2cccc(S(=O)(=O)NC3CC3)c2)sc1C	-1	·	-7
CC(C)=CCC/C(C)=C/CNC(=O)c1cc(N2CCc3ccccc3C2)nc2ccccc12	5	-6	-4
NC(=O)c1c(SCc2ccc(Cl)cc2Cl)sc2c(O)cc(=O)[nH]c12	4	-3	-6
Cc1ccc(CN2CCN(C(=O)C3CCC(O)CC3)C(C)C2=O)cc1 (configuration not stated)	-4	·	-4
Nn1cc(-c2ccccc2)nc1SCc1ccccc1Cl	-6	·	4
COc1ccc(-c2ccc3c(c2)COCC(=O)N3C(C)C)cn1	8	·	-5
Cc1cc(C)c(C#N)c(N2CCN(Cc3ccc(Cl)cc3)CC2)n1	3	-2	-6
CCCCCCc1ccc(C(=O)N2CCN(C(=O)c3cc(-c4cccc(OC)c4)n(-c4ccccc4F)c3C)CC2)cc1	-11	-4	-11
Cc1cnc(NC(=O)/C=C/c2cccc(C(F)(F)F)c2)s1	10	·	-6
COCCCN(CC(=O)N(Cc1ccccc1)Cc1ccco1)C(=O)Nc1ccccc1OC	-9	-3	-1
Cc1nc(C)c(C(=O)OCC2CCN(CC(F)(F)F)CC2)s1	8	·	-8
O=C1NC(=S)/C(=C/c2ccccc2O)S1	2	13	0
CCCCOc1ccc(C2CC(=O)Nc3cc(N4CCNC4=O)ccc32)cc1 (configuration not stated)	10	·	-6
COc1ccccc1NC(=O)Cn1c(-n2nc(C)cc2C)nc(C)cc1=O	-1	-5	-4
COC(=O)CCC(=O)N1CCN(CC(OCc2cccc(Cl)c2)c2cccc(OC)c2)CC1 (configuration not stated)	·	-6	-2
Cn1c(COc2ccccc2C(F)(F)F)nc2c1c(=O)[nH]c(=O)n2C	0	·	-2
NC(=O)NC(=O)COC(=O)CN1C(=O)C2CCCCC2C1=O (configuration not stated)	21	-7	-14
CN1CCC(C)(C(=O)Nc2ccc(Cl)c(Cl)c2)C1 (configuration not stated)	0	·	-3
O=C(CCc1ccccc1)C(=O)N1CCCC(C(=O)c2cccc(Cl)c2)C1 (configuration not stated)	3	·	-7
c1ccc2c3c([nH]c2c1)CN(Cc1cc2n(n1)CCNC2)CC3	15	·	-3
Cc1cnc(C(=O)Nc2ccc(N3CC(C)OC(C)C3)c(F)c2)cn1 (configuration not stated)	5	·	-13
CCOCCCNCC(=O)N(CCc1ccc(OC)c(OC)c1)Cc1ccc(C)o1	-1	-4	-5
COc1ccccc1-c1cccc(-c2cccc(NC(=O)c3cc(F)ccc3C)c2)n1	-3	-3	-1
Cc1cc(C2(C)NC(=O)N(CC(=O)NCc3ccccc3F)C2=O)c(C)o1 (configuration not stated)	3	·	-7
CC(OCC1CCCO1)C(=O)Nc1ccc2c3c(cccc13)CC2 (configuration not stated)	-1	·	-1
COCCN(CC(=O)N(CCc1c[nH]c2ccccc12)Cc1ccc(C(F)(F)F)cc1)C(=O)Nc1ccc(OC)cc1	2	-7	-1
Cc1ccc(-c2csc(NC(=O)c3ccc(Br)s3)n2)o1	-1	21	-5
Cc1ccc(CNC(=O)c2cnc3c(-c4ccc5c(c4)OCO5)cnn3c2C)o1	6	-6	-12
NC(=O)c1cnc2n1CCN(C(=O)c1nc3c(s1)CCCC3)C2	20	·	-9
O=C1/C(=C/c2cc([N+](=O)[O-])ccc2O)SC(=S)N1/N=C\c1ccccc1	-8	12	4
COCCN(C)CC(=O)N[C@H]1CN(c2ccnc(N)n2)C[C@@H]1C(C)C	·	-3	5
COc1ccccc1NC(=NS(=O)(=O)c1ccc(Cl)cc1)c1ccccc1	-6	-3	-2
Cc1ccc(C2Nc3ccccc3C(=O)N2c2ccc(F)cc2Cl)o1 (configuration not stated)	-1	·	1
CON(C)C(=O)c1cccc(CN2CCS(=O)(=O)CC2)c1	8	·	-7
Clc1ccc2c(N3CC(c4cccnc4)C3)ccnc2c1	1	-16	-2
Cc1cc(C)n(-c2ccc(NC(=O)C3CCN(C(=O)C#Cc4ccccc4)CC3)cc2)n1	5	-6	1
Cc1ncsc1CN1CC(N(C2CCOCC2)S(C)(=O)=O)C1	·	-7	-9
CC(C)C(C(=O)NC1CCCC1)N1CCN(C)C(=O)C1=O (configuration not stated)	·	-5	-4
N#CC(=Cc1ccc(Cl)cc1Cl)C(N)=S	7	67*	-6

2 of the compounds above, with bars between the fields:
compound | NPYLR7 agonist | mcGAS lum | hcGAS lum
CON(C)C(=O)c1cccc(CN2CCS(=O)(=O)CC2)c1 | 8 | · | -7
N#CC(=Cc1ccc(Cl)cc1Cl)C(N)=S | 7 | 67* | -6

(continued)
SMILES	NPYLR7 agonist	mcGAS lum	hcGAS lum
Cc1cccc(Cn2c(N3CCC(C)CC3)nc3c2c(=O)[nH]c(=O)n3C)c1	2	·	-8
Cc1cc(=O)[nH]c(SCc2cn3cc(Cl)ccc3n2)n1	-4	·	-3
CCN(CCC(F)(F)F)C(=O)Nc1ccn(-c2ccccc2)n1	6	·	-8
CCCCCNC(=O)C1CCCN(Cc2cccnc2OCC)C1 (configuration not stated)	-2	-5	0
CNC(=O)[C@@H]1C[C@@H](N)CN1C(=O)CCSc1ccc2c(c1)OCCO2	17	·	-6
CCC(C)(C)c1ccc(OCCCCNC(=O)c2cc(-c3cccn3C)nn2-c2cc(C)ccc2C)c(C(C)(C)CC)c1	·	1	-3
NC(=O)C1CCN(C(=O)NCCc2ccc(N3CCCCC3)cc2)C1 (configuration not stated)	13	·	-9
COc1ccc(-c2cc(C)cc3c2OC(CNC(=O)c2cccc(Cl)c2F)C3)nn1 (configuration not stated)	15	-13	-8
CC(C)Cc1cc(-c2nc3c([nH]2)CC(C)(C)CNC3=O)no1	1	-10	-3
CC(C)c1ccc2c(c1)sc(=NC(=O)c1ccn(C)n1)n2C	3	-7	-2

18 successive records from above:
SMILES	NPYLR7 agonist	mcGAS lum	hcGAS lum
O=C(CCc1ccccc1)C(=O)N1CCCC(C(=O)c2cccc(Cl)c2)C1 (configuration not stated)	3	·	-7
c1ccc2c3c([nH]c2c1)CN(Cc1cc2n(n1)CCNC2)CC3	15	·	-3
Cc1cnc(C(=O)Nc2ccc(N3CC(C)OC(C)C3)c(F)c2)cn1 (configuration not stated)	5	·	-13
CCOCCCNCC(=O)N(CCc1ccc(OC)c(OC)c1)Cc1ccc(C)o1	-1	-4	-5
COc1ccccc1-c1cccc(-c2cccc(NC(=O)c3cc(F)ccc3C)c2)n1	-3	-3	-1
Cc1cc(C2(C)NC(=O)N(CC(=O)NCc3ccccc3F)C2=O)c(C)o1 (configuration not stated)	3	·	-7
CC(OCC1CCCO1)C(=O)Nc1ccc2c3c(cccc13)CC2 (configuration not stated)	-1	·	-1
COCCN(CC(=O)N(CCc1c[nH]c2ccccc12)Cc1ccc(C(F)(F)F)cc1)C(=O)Nc1ccc(OC)cc1	2	-7	-1
Cc1ccc(-c2csc(NC(=O)c3ccc(Br)s3)n2)o1	-1	21	-5
Cc1ccc(CNC(=O)c2cnc3c(-c4ccc5c(c4)OCO5)cnn3c2C)o1	6	-6	-12
NC(=O)c1cnc2n1CCN(C(=O)c1nc3c(s1)CCCC3)C2	20	·	-9
O=C1/C(=C/c2cc([N+](=O)[O-])ccc2O)SC(=S)N1/N=C\c1ccccc1	-8	12	4
COCCN(C)CC(=O)N[C@H]1CN(c2ccnc(N)n2)C[C@@H]1C(C)C	·	-3	5
COc1ccccc1NC(=NS(=O)(=O)c1ccc(Cl)cc1)c1ccccc1	-6	-3	-2
Cc1ccc(C2Nc3ccccc3C(=O)N2c2ccc(F)cc2Cl)o1 (configuration not stated)	-1	·	1
CON(C)C(=O)c1cccc(CN2CCS(=O)(=O)CC2)c1	8	·	-7
Clc1ccc2c(N3CC(c4cccnc4)C3)ccnc2c1	1	-16	-2
Cc1cc(C)n(-c2ccc(NC(=O)C3CCN(C(=O)C#Cc4ccccc4)CC3)cc2)n1	5	-6	1

New compounds follow.
SMILES	NPYLR7 agonist	mcGAS lum	hcGAS lum
O=C(NCCc1ccsc1)C1CC=CCC1 (configuration not stated)	-4	·	1
CCOC(=O)c1c(NC(=O)c2cccc(C)c2)sc(C(=O)Nc2cc(C(F)(F)F)ccc2Cl)c1C	-6	·	0
Cc1cccc(-c2nc3scc(CCNS(=O)(=O)c4ccc(Oc5ccccc5)cc4)n3n2)c1	-7	-8	-7
CCOC(=O)N1CCN(C(=O)CC(c2cc(OC)cc(OC)c2)c2cn(CC)c3ccccc23)CC1 (configuration not stated)	1	-3	-5
CCN(CC)C(=O)c1cc2c(=O)n3ccccc3nc2s1	10&13	·	-4&-11
CCCN(CC(=O)Nc1cc(C(C)(C)C)nn1-c1ccc(OC)cc1)C(=O)/C=C/c1ccccc1	-1	-6	-8
Cn1c(=O)[nH]c(=O)c2cc([N+](=O)[O-])cnc21	-6	·	-7
COCC(=O)N1CCCN(Cc2cccc(-n3cccn3)c2)CC1	0	·	1
O=C(Cn1cnc2c(nnn2Cc2ccccc2)c1=O)N1CCCC1	6	·	-7
COc1ccc(F)cc1-c1nc(N)nc(Nc2ccc(C)cc2)n1	1	·	-3
CC(Sc1nnnn1CC1CCCO1)C(=O)Nc1cccc(C(F)(F)F)c1 (configuration not stated)	6	·	-4
CN(Cc1ccccc1)C(=O)CCC1CCN(C(=O)C(=O)c2ccccc2)CC1	1	-9	-6
COc1cccc(NC(=O)C2(C)CCN2C(=O)Cc2cccc3ccccc23)c1 (configuration not stated)	3	-5	-4
COc1ccc(OC(F)(F)F)cc1CC1(C)C(=O)Nc2cc(-c3ccc(F)cc3F)ccc21 (configuration not stated)	2	-3	-1
CCNc1ncc(C(=O)N(CC)Cc2cc(Cl)ccc2OC)cn1	3	-11	-5
O=C(NC1CC2CCC(C1)N2Cc1ccc2c(c1)OCO2)c1ccc(F)cc1C(F)(F)F (configuration not stated)	3	-8	-3
O=C(NCC(=O)N1CCCC1)c1cc(F)cc(Br)c1	8	·	-18
COc1ccccc1C1NC(=O)N(C)C2=C1C(=O)N(Cc1ccccn1)C2 (configuration not stated)	-5	-4	-3
COC(=O)/C(=C/NCCc1c[nH]c2ccccc12)[N+](=O)[O-]	-1	-5	-2
Cc1ccccc1-c1cnnc(NCCCn2ccc3ccccc32)n1	21&-5	-11&-4	-9&-8
CCN(CC)c1ccc(N2C(=O)CNC2=S)cc1	1	·	-8
CCCCCc1nc2ccc(Cl)cn2c1NC1CCCCC1	-2	-5	-2
CC(C)C(=O)NCCCn1nc(-c2ccco2)ccc1=O	-3	·	-1
N#Cc1ccccc1NC(=O)N1CCN(C(=O)c2ccco2)CC1	-1	-9	-7
CCOC(=O)CNC(=O)N1CCC(OC)c2ccccc2N(C)C(=O)C1 (configuration not stated)	-2	-5	8
O=C(CCCS(=O)(=O)c1ccc(F)cc1)N(Cc1ccccn1)c1nc2ccccc2s1	19	·	-1
O=C(O)CC1SC(=NN=Cc2ccccc2O)NC1=O (configuration not stated)	3	·	18
CC(NC(=O)C1CCCCN1Cc1cnc2ccccn12)c1ccc(O)cc1 (configuration not stated)	2	·	-5
Cc1cc2n(n1)CCC(=O)N2CCCC(=O)NCCN(C)C1CCCCC1	·	1	6
Cc1cn2c3c(=O)n(Cc4ccccc4)c(=O)n(C)c3nc2n1CCCl	-8	·	0
Nc1nc(N2CCCCC2)nc(NCCO)c1[N+](=O)[O-]	2	·	-4
CNc1oc(-c2ccco2)nc1S(=O)(=O)c1ccc(Br)cc1	2	·	-6
Cc1cc(Cl)c(C)c(S(=O)(=O)Nc2c(C)nn(C)c2C)c1Cl	-4	-5	-3
NC(=O)c1ccccc1Oc1ncc(C(F)(F)F)cc1Cl	2	-3	-4&3
COc1cccc(-c2cc(C(=O)N3CCN(c4cccc(Cl)c4)CC3)n3nc(-c4ccccc4)cc3n2)c1	14	-7	-6
CC(=O)NCCC1CCN(c2cc(CN)nc(C)n2)CC1	0	·	-4
Cc1cn2c(C)nc([N+](=O)[O-])c2n1CC(=O)O	-1	0	2
O=C(NCc1ccccc1)N1CCN(c2ccc(-c3cccs3)nn2)CC1	3	-9	-9
COc1ccc(C2=NN(C(=O)CN(C)C3CCN(C)CC3)C(c3ccc4c(c3)OCO4)C2)cc1 (configuration not stated)	-9	0	-2
CCOC(=O)c1nc2cc(C)c(C)cc2nc1N1CCN(S(=O)(=O)c2cc(OC)ccc2OC)CC1	3	-5	-3
CC1CN=C(c2cccn2Cc2ccc(F)cc2)O1 (configuration not stated)	7	·	-7
